Compound activity as filed in PubChem BioAssay.
MEKK2 WT-MEK5: raises or lowers MEK5 binding to wildtype human MEKK2 PB1 domain. Q9Y2U5. bead flow cytometry, Alexa488-MEK5 binding to MEKK2 WT; actives lie on both sides. binding response (% of control), % at 10 µM. actives 1.1% (n = 290,000). AID 1531; in the data active = binding response below about 67% or above about 130%
GPR7 antag: blocks human GPR7 receptor signaling; P48145; GPR7-expressing cells, fluorescence antagonist assay; inhibition, % at 4.4 µM; actives 1.1% (n = 290,000); in the data active = inhibition above about 16%, passing the limit was not always enough;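 note: cells stimulated with the agonist NPW; 0% = agonist with vehicle and 100% = vehicle without agonist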
PHOSPHO1 inh: PHOSPHO1 (human) inhibition; Q8TCT1; recombinant PHOSPHO1, absorbance phosphatase assay; inhibition, % at 13.3 µM; actives 1.1% (n = 290,000); AID 1565; in the data active = inhibition above about 60%
Target sequence (Q8TCT1 whole entry, looked up): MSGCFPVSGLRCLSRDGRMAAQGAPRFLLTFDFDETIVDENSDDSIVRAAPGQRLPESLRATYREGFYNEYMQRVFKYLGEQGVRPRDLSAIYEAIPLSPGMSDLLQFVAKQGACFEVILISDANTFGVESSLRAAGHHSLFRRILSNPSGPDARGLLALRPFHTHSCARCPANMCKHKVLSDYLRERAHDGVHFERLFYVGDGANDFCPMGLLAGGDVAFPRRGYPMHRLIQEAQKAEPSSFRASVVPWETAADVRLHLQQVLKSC
NALP1 yeast inh: inhibitors of NALP1 inflammasome in yeast; AID 2071; S. cerevisiae NALP1/ASC/caspase-1 growth, X-gal OD620, 72 h; actives 0.61% (n = 280,000); inhibition, % at 10 µM; in the data active = inhibition mostly above about 24%, no sharp cut-off; inactive = mostly below about 32%; note: some compounds called inactive have numbers as strong as hits
GalR3 antagonist: blocks the human galanin receptor 3; O60755; HEK293 GalR3-CNG cAMP membrane potential fluorescence; galR3 body fused to GalR1 C-terminus; inhibition, % at 3 µM; actives 0.44% (n = 360,000); AID 651719;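 active = inhibition above the screen-wide average plus 3 SD, cut at about 13% in these data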;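 note: forskolin and galanin both at EC90 stimulate the cells; cAMP rise reported by CNG channel membrane potential dye signal; 0% = forskolin plus galanin with DMSO and 100% = forskolin alone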
Target sequence (O60755 1-299 limits assumed): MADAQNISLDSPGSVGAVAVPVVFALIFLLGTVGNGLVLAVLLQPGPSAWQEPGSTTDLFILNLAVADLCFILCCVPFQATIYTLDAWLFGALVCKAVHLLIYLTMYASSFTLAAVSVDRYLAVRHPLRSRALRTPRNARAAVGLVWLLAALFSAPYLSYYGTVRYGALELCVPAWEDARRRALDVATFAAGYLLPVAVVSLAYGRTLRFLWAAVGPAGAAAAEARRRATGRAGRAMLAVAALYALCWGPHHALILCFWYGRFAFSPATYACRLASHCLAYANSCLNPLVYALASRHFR
MEKK2mut PB1 HTS: signal of MEK5 binding to mutant human MEKK2 PB1 domain; AID 1530; actives 0.35% (n = 290,000); percent response, % at 10 µM; bead flow cytometry, Alexa488-MEK5 binding to MEKK2 mutant; in the data active = percent response above about 24%, passing the limit was not always enough; note: inactives centre near 1; some results filed as inactive read as strong as hits; reference of the scale not given here
OXTR ag: activates the human oxytocin receptor. P30559. CHO-OTR cells, Fluo-8 calcium fluorescence; normalized: DMSO 0%, oxytocin 100%. activation, % at 3 µM. actives 0.32% (n = 320,000). AID 2435;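 active = activation above the mean of all tested compounds plus 3 SD, cutoff set per screening run, cut at about 20% in these data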;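 note: peak over basal fluorescence ratio from a 100 s FLIPR kinetic read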
V1aR counter: activates human V1a receptor in oxytocin agonist counter-screen; CHO-V1R cells, Fluo-8 calcium fluorescence, agonist mode; 0% DMSO, 100% 3 nM vasopressin; activation, % at 3 µM; actives 0.25% (n = 320,000); AID 2797;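 active = activation above the mean activation of all tested compounds plus 3 SD, per screening run, cut at about 20% in these data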;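 note: signal is peak over basal fluorescence ratio across a 100 second FLIPR read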
Target sequence (P37288 whole entry, looked up): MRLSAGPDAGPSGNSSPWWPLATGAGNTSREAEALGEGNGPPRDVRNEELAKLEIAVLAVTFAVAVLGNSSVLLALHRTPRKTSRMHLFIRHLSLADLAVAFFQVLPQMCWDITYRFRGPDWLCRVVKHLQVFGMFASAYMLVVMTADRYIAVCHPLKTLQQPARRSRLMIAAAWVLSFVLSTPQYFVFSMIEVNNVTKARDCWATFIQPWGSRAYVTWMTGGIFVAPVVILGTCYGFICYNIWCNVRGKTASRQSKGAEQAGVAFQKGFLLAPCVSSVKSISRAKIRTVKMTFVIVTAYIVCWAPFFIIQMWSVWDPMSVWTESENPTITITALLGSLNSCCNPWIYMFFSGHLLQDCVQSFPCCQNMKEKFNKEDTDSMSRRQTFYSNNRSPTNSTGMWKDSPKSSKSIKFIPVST
MEKK3 PB1 HTS: modulators (inhibitors or enhancers) of MEK5 binding to human MEKK3 PB1 domain | Q99759 | bead-based flow cytometry, Alexa488-MEK5 binding to MEKK3; actives lie on both sides; 0 = blocked by unlabeled MEK5, 100 = vehicle | binding response (% of control), % at 10 µM | actives 1.4% (n = 290,000) | AID 1529;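 active = binding response more than 3 SD above or below the average of its plate-row segment, actives on both sides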;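 note: Alexa488 bead fluorescence after subtracting the streptavidin-only scavenger bead signal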
* marks the source's active call; other numbers are inactive results. Compounds as they come; any-hit rate near 5.4%.

How did Cc1ccc(OCCCCN2CCC(C)CC2)c(Br)c1 do in these assays?
MEKK2 WT-MEK5: 97; GPR7 antag: 14; PHOSPHO1 inh: -8; NALP1 yeast inh: 41; GalR3 antagonist: -12; MEKK2mut PB1 HTS: -2; OXTR ag: 1.7; V1aR counter: 2.3; MEKK3 PB1 HTS: 91

What do the screens show for `O=C(Cn1cc(C(=O)C2CC2)c2ccccc21)Nc1ccc(F)cc1`?
MEKK2 WT-MEK5: 102; GPR7 antag: -6; PHOSPHO1 inh: 24; NALP1 yeast inh: 11; GalR3 antagonist: -12; MEKK2mut PB1 HTS: 7; OXTR ag: 7.3; V1aR counter: 5.5; MEKK3 PB1 HTS: 103

What do the screens show for `O=C(Cc1ccccc1)NN1C(=O)C2C3C=CC([C@@H]2C1=O)C31CC1` (some centres not stated)?
MEKK2 WT-MEK5: 95; GPR7 antag: -7; PHOSPHO1 inh: -12; NALP1 yeast inh: 11; GalR3 antagonist: -5; MEKK2mut PB1 HTS: -2; OXTR ag: -0.3; V1aR counter: -0.1; MEKK3 PB1 HTS: 96

How did Cc1c(C)n(C)c2ccc(C(=O)N3CCN(c4ccccc4)CC3)cc12 do in these assays?
MEKK2 WT-MEK5: 104; GPR7 antag: 3; PHOSPHO1 inh: 12; NALP1 yeast inh: -10; GalR3 antagonist: -8; MEKK2mut PB1 HTS: 10; OXTR ag: -0.1; V1aR counter: 0.2; MEKK3 PB1 HTS: 102

Results for Cc1cc(NC(=O)CCCC(=O)N(CC(=O)NC2CCCCC2)c2ccccc2)no1 ?
MEKK2 WT-MEK5: 102; GPR7 antag: -3; PHOSPHO1 inh: -4; NALP1 yeast inh: -34; GalR3 antagonist: -3; MEKK2mut PB1 HTS: 1; OXTR ag: -1.5; V1aR counter: -0.6; MEKK3 PB1 HTS: 99

Results for CN(C)C(=O)CSCc1c(Cl)cccc1Cl ?
MEKK2 WT-MEK5: 104; GPR7 antag: -7; PHOSPHO1 inh: 1; NALP1 yeast inh: -2; GalR3 antagonist: -3; MEKK2mut PB1 HTS: 3; OXTR ag: -1.1; V1aR counter: 0.0; MEKK3 PB1 HTS: 104

Results for NC(=O)C1=C[C@@H](c2ccccc2)C[C@@H](OCc2ccc(CO)cc2)O1 ?
MEKK2 WT-MEK5: 107; GPR7 antag: -14; PHOSPHO1 inh: 20; NALP1 yeast inh: 2; GalR3 antagonist: -4; MEKK2mut PB1 HTS: 3; OXTR ag: 0.8; V1aR counter: 1.5; MEKK3 PB1 HTS: 110

Results for CCOC(=O)C1CCN(C(=O)CNC(=O)Cn2c(C)cc3ccccc3c2=O)CC1 ?
MEKK2 WT-MEK5: 105; GPR7 antag: -8; PHOSPHO1 inh: 24; NALP1 yeast inh: 4; GalR3 antagonist: -6; MEKK2mut PB1 HTS: 5; OXTR ag: -1.9; V1aR counter: -1.0; MEKK3 PB1 HTS: 101

How did Cc1nnc(SCC(=O)NC2CC2)s1 do in these assays?
MEKK2 WT-MEK5: 99; GPR7 antag: 0; PHOSPHO1 inh: 18; NALP1 yeast inh: -2; GalR3 antagonist: -3; MEKK2mut PB1 HTS: 1; OXTR ag: 1.1; V1aR counter: 1.4; MEKK3 PB1 HTS: 97

Results for CC(N1CCOC1=O)S(=O)(=O)c1ccccc1 (configuration not stated) ?
MEKK2 WT-MEK5: 110; GPR7 antag: -9; PHOSPHO1 inh: 56; NALP1 yeast inh: -16; GalR3 antagonist: 0; MEKK2mut PB1 HTS: 8; OXTR ag: 0.6; V1aR counter: -0.1; MEKK3 PB1 HTS: 103

How did CCCCC(CC)Cn1c(N)c(C#N)c2nc3ccccc3nc21 (configuration not stated) do in these assays?
MEKK2 WT-MEK5: 183*; GPR7 antag: -4; PHOSPHO1 inh: 9; NALP1 yeast inh: 2; GalR3 antagonist: -3; MEKK2mut PB1 HTS: 54*; OXTR ag: -1.2; V1aR counter: -0.4; MEKK3 PB1 HTS: 118

Results for COc1ccc(N2CCN(C(=O)Nc3cccc(C(F)(F)F)c3)CC2)cc1 ?
MEKK2 WT-MEK5: 106; GPR7 antag: 9; PHOSPHO1 inh: 26; NALP1 yeast inh: 9; GalR3 antagonist: -2; MEKK2mut PB1 HTS: 2; OXTR ag: 2.5; V1aR counter: 3.5; MEKK3 PB1 HTS: 105

How did CCCCc1c(C)nc2ccc(Br)cc2c1SCCC#N do in these assays?
MEKK2 WT-MEK5: 106; GPR7 antag: -2; PHOSPHO1 inh: -6; NALP1 yeast inh: 32; MEKK2mut PB1 HTS: 21; MEKK3 PB1 HTS: 101

What do the screens show for `Cc1nc2scc(C)n2c(=O)c1S(=O)(=O)Nc1ccc(F)cc1`?
MEKK2 WT-MEK5: 102; GPR7 antag: -9; PHOSPHO1 inh: 0; NALP1 yeast inh: 14; GalR3 antagonist: -8; MEKK2mut PB1 HTS: 0; OXTR ag: 4.9; V1aR counter: 3.2; MEKK3 PB1 HTS: 103

How did CN(Cc1c(C(=O)N/N=C/c2ccccc2)nnn1-c1nonc1N)c1ccccc1 do in these assays?
MEKK2 WT-MEK5: 94; GPR7 antag: -13; PHOSPHO1 inh: 8; NALP1 yeast inh: 4; GalR3 antagonist: -7; MEKK2mut PB1 HTS: -5; OXTR ag: 2.0; V1aR counter: 4.6; MEKK3 PB1 HTS: 94

How did Cc1csc(SCC(=O)NCc2cccs2)n1 do in these assays?
MEKK2 WT-MEK5: 103; GPR7 antag: -10; PHOSPHO1 inh: 2; NALP1 yeast inh: 10; GalR3 antagonist: -2; MEKK2mut PB1 HTS: 4; OXTR ag: -0.5; V1aR counter: -0.1; MEKK3 PB1 HTS: 103

How did CCOC(=O)C1CCCN(C2CC(=O)N(c3ccc(C(C)C)cc3)C2=O)C1 (configuration not stated) do in these assays?
MEKK2 WT-MEK5: 100; GPR7 antag: -3; PHOSPHO1 inh: 47; NALP1 yeast inh: 12; GalR3 antagonist: -4; MEKK2mut PB1 HTS: -4; OXTR ag: -0.1; V1aR counter: 1.9; MEKK3 PB1 HTS: 100

How did O=[N+]([O-])c1cccc(S(=O)(=O)NCCc2cccs2)c1 do in these assays?
MEKK2 WT-MEK5: 103; GPR7 antag: 2; PHOSPHO1 inh: 26; NALP1 yeast inh: 6; GalR3 antagonist: -9; MEKK2mut PB1 HTS: -2; OXTR ag: -0.1; V1aR counter: -0.5; MEKK3 PB1 HTS: 100

How did Cc1ccccc1Cn1c(=O)n(C)c(=O)c2sccc21 do in these assays?
MEKK2 WT-MEK5: 100; GPR7 antag: -12; PHOSPHO1 inh: -3; NALP1 yeast inh: 7; GalR3 antagonist: -10; MEKK2mut PB1 HTS: 1; OXTR ag: -0.6; V1aR counter: 1.7; MEKK3 PB1 HTS: 98

How did Cc1cccn2cc(CSc3ccccc3N)nc12 do in these assays?
MEKK2 WT-MEK5: 100; GPR7 antag: 0; PHOSPHO1 inh: 0; NALP1 yeast inh: 10; GalR3 antagonist: -6; MEKK2mut PB1 HTS: 6; OXTR ag: -0.5; V1aR counter: 0.2; MEKK3 PB1 HTS: 104

The closing 2 compounds of the part above lead into the next:
How did Cc1ccccc1Cn1c(=O)n(C)c(=O)c2sccc21 do in these assays?
MEKK2 WT-MEK5: 100; GPR7 antag: -12; PHOSPHO1 inh: -3; NALP1 yeast inh: 7; GalR3 antagonist: -10; MEKK2mut PB1 HTS: 1; OXTR ag: -0.6; V1aR counter: 1.7; MEKK3 PB1 HTS: 98

How did Cc1cccn2cc(CSc3ccccc3N)nc12 do in these assays?
MEKK2 WT-MEK5: 100; GPR7 antag: 0; PHOSPHO1 inh: 0; NALP1 yeast inh: 10; GalR3 antagonist: -6; MEKK2mut PB1 HTS: 6; OXTR ag: -0.5; V1aR counter: 0.2; MEKK3 PB1 HTS: 104

Results for CCOc1ncccc1C(=O)N=c1sccn1C ?
MEKK2 WT-MEK5: 103; GPR7 antag: -10; PHOSPHO1 inh: 28; NALP1 yeast inh: 20; GalR3 antagonist: -4; MEKK2mut PB1 HTS: -1; OXTR ag: 0.3; V1aR counter: 0.5; MEKK3 PB1 HTS: 102

How did CCOCCCNCc1cc(Br)ccc1OCc1ccccc1 do in these assays?
MEKK2 WT-MEK5: 98; GPR7 antag: 38*; PHOSPHO1 inh: 14; NALP1 yeast inh: 40; GalR3 antagonist: -8; MEKK2mut PB1 HTS: -2; OXTR ag: 7.1; V1aR counter: 8.0; MEKK3 PB1 HTS: 92

How did CC(=O)OCC(=O)Nc1c(C)cc(C)cc1C do in these assays?
MEKK2 WT-MEK5: 106; GPR7 antag: -11; PHOSPHO1 inh: -14; NALP1 yeast inh: -9; GalR3 antagonist: -4; MEKK2mut PB1 HTS: -1; OXTR ag: 0.2; V1aR counter: -0.3; MEKK3 PB1 HTS: 101

Results for COc1ccc(CCNC(=O)Cc2cccc(C(F)(F)F)c2)cc1OC ?
MEKK2 WT-MEK5: 101; GPR7 antag: 0; PHOSPHO1 inh: 14; NALP1 yeast inh: 21; GalR3 antagonist: -7; MEKK2mut PB1 HTS: -2; OXTR ag: 2.4; V1aR counter: 1.7; MEKK3 PB1 HTS: 101

How did O=C1CCCC(=O)C1C(=O)C1CCN(S(=O)(=O)c2ccccc2)CC1 do in these assays?
MEKK2 WT-MEK5: 99; GPR7 antag: -17; PHOSPHO1 inh: 28; NALP1 yeast inh: 3; GalR3 antagonist: -3; MEKK2mut PB1 HTS: -5; OXTR ag: 0.2; V1aR counter: 0.0; MEKK3 PB1 HTS: 100

How did CN=C(Nc1ccc(Cl)cc1)c1ccc(C(F)(F)F)cc1 do in these assays?
MEKK2 WT-MEK5: 95; GPR7 antag: -8; PHOSPHO1 inh: 28; NALP1 yeast inh: 1; GalR3 antagonist: -4; MEKK2mut PB1 HTS: -6; OXTR ag: -0.1; V1aR counter: 0.6; MEKK3 PB1 HTS: 96

Results for COc1cccc(-c2csc(NNC(=O)c3cccs3)n2)c1 ?
MEKK2 WT-MEK5: 92; GPR7 antag: -9; PHOSPHO1 inh: -152; GalR3 antagonist: -4; MEKK2mut PB1 HTS: -25; OXTR ag: 2.4; V1aR counter: 0.2; MEKK3 PB1 HTS: 89

How did C/C(CC(=O)Nc1ccc2ccccc2c1)=N\NC(=O)c1ccc(O)c(O)c1 do in these assays?
MEKK2 WT-MEK5: 95; GPR7 antag: 6; PHOSPHO1 inh: 11; NALP1 yeast inh: 0; GalR3 antagonist: -2; MEKK2mut PB1 HTS: 8; OXTR ag: -1.0; V1aR counter: -0.5; MEKK3 PB1 HTS: 104

How did O=c1cc(O)c2ccccc2n1Cc1ccccc1 do in these assays?
MEKK2 WT-MEK5: 102; GPR7 antag: -11; PHOSPHO1 inh: -5; NALP1 yeast inh: 9; GalR3 antagonist: 1; MEKK2mut PB1 HTS: 3; OXTR ag: 0.1; V1aR counter: 0.3; MEKK3 PB1 HTS: 105

How did Cc1ccc(S(=O)(=O)N2CCN(C(=O)c3ccccc3)C2C(C)C)cc1 (configuration not stated) do in these assays?
MEKK2 WT-MEK5: 96; GPR7 antag: 0; PHOSPHO1 inh: 26; NALP1 yeast inh: 16; GalR3 antagonist: 0; MEKK2mut PB1 HTS: 4; OXTR ag: -1.1; V1aR counter: -0.9; MEKK3 PB1 HTS: 101

Results for CC1=C(C(=O)Nc2ccccc2)C2(CCCCC2)C(C#N)=C(S)N1 ?
MEKK2 WT-MEK5: 101; GPR7 antag: -8; PHOSPHO1 inh: 14; NALP1 yeast inh: -9; GalR3 antagonist: 1; MEKK2mut PB1 HTS: -3; OXTR ag: -0.4; V1aR counter: -0.7; MEKK3 PB1 HTS: 103
